Screening results deposited in PubChem BioAssay by several laboratories.
Glyco luc inh: N-linked glycosylation inhibition. D54 ERlucT glycosylation luciferase reporter, 24 h; percent of 100 nM tunicamycin response. reporter increase, % at 12.5 µM. actives 0.23% (n = 360,000). AID 588692;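 active = mean luciferase reporter signal, scaled so untreated is 0 and the glycosylation-blocking control 100, at or above a set limit in every replicate; inconclusive = mean reaches the limit but not every replicate does; inactive = mean below the limit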;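 also: luciferase carries N-glycosylation sites so blocking glycosylation raises the light; 0% = median of neutral control wells and 100% = median of 100 nM tunicamycin wells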
ABCB6 inh MLPCN: human ABCB6 transporter inhibition. Q9NP58. K562-ABCB6 porphyrin accumulation, flow cytometry, 1 h; hits give low values. fluorescence ratio to DMSO, % at 10 µM. actives 0.19% (n = 360,000). AID 602162;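 active = fluorescence ratio to DMSO below 75%, the collection mean minus 3 SD; inconclusive = too few cells collected in the well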;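 also: signal is porphyrin accumulated inside mitochondria; 100% equals median channel fluorescence of DMSO control wells; lower ratio means ABCB6 inhibition with less porphyrin fluorescence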
MC4R ag barr: agonists of human melanocortin 4 receptor (MC4R) beta-arrestin | activation, % at 8.9 µM | U2OS MC4R beta-arrestin complementation, luminescence; percent of melanotan II response, DMSO zero | P32245 | actives 0.98% (n = 360,000);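 active = activation above a per-plate cutoff, the mean activation of sample wells on that plate plus 3 SD, cut at about 8% in these data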
Target sequence (P32245 whole entry, looked up): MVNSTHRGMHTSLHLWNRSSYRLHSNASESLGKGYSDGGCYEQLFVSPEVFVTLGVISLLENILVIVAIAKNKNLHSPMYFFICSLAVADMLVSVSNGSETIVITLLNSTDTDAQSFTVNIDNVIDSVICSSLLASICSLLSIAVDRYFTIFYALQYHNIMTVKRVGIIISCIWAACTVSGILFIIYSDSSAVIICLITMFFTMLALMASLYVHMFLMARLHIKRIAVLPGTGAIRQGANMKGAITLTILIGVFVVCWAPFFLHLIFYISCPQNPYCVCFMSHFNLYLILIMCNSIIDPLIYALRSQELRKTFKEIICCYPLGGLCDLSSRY
iPSC survival up: hiPSC single-cell survival enhancement; actives 0.044% (n = 360,000); AID 602274; ATPlite luminescence; 100% = ROCK inhibitor wells, 0% = DMSO; survival enhancement, % at 20 µM; in the data active = survival enhancement above about 18%;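 also: cells exposed to compounds for 16 hours before the ATP read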
MC4R antag cAMP: blocks human MC4R cAMP signaling | AID 540295 | P32245 | MC4R-expressing cells, MTII-stimulated cAMP, LANCE TR-FRET | inhibition, % at 6.5 µM | actives 0.48% (n = 360,000);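 active = inhibition above its plate's cutoff, the mean of tested wells on that plate plus 3 SD, cut at about 29% in these data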;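 also: 0% = Melanotan II alone and 100% = Melanotan II plus saturating MCL0020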
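System: U2OS-MC4R stable cell line; Technique: Eu-cAMP/anti-cAMP TR-FRET, emission 671 nm; Repeats: single well per compound; Also added: Melanotan II; Dosing: one concentration, 6.5 µM nominal; Schedule: 30-min compound, 1-h challenge, 1-h detection, room temperature.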
ABHD5-PLIN5 inh: inhibitors of human ABHD5-perilipin-5 interaction | Q00G26+Q8WTS1 | Split G. princeps luciferase complementation, luminescence, 4 h | actives 0.78% (n = 360,000) | AID 602281 | inhibition, % at 4 µM;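 active = inhibition above the mean inhibition across every tested compound plus 3 SD, cut at about 22% in these data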;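 also: 0% = DMSO only wells and the 100% control is not disclosed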
Exocytosis inh: lytic granule exocytosis inhibition. actives 0.66% (n = 360,000). TALL-104 LAMP-1 surface exposure, flow cytometry; cells stimulated with thapsigargin and PMA. inhibition, % at 10 µM;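 active = inhibition above about 55%, limit read from the data; inconclusive = no clear call, values can overlap the other calls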
m5-HT2A agonist: activates the mouse 5-HT2A serotonin receptor. actives 0.66% (n = 360,000). activation, % at 7.6 µM. CHO-K1 mHTR2A beta-arrestin complementation, luminescence; percent of 30 µM serotonin response. P35363;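 active = activation above a run cutoff, the mean activation of all tested compounds plus 3 SD, cut at about 14% in these data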;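 also: 0% = plate median of compound wells and 100% = 30 µM serotonin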
Target sequence (P35363 whole entry, looked up): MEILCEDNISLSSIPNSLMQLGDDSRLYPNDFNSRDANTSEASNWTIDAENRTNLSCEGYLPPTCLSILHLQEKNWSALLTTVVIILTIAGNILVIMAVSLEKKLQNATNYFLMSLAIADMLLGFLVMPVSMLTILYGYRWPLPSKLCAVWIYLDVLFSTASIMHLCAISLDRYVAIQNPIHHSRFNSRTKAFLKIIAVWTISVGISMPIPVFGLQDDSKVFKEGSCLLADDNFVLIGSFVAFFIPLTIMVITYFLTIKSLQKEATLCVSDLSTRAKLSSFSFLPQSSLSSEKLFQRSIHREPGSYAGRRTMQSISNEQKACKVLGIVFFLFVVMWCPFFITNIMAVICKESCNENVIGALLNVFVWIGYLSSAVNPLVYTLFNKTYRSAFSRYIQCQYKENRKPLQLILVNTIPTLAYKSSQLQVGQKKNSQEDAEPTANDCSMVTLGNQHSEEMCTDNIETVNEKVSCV
H9c2 protect: myocardial damage modulation in H9c2 cells | H9c2 cardiomyocytes, H2O2 injury protection, ATPLite, 2 h | protection from H2O2 cell death, % at 20 µM | actives 0.63% (n = 360,000) | AID 588492;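 active = compounds giving at least 50% protection of heart cells from peroxide-induced death in the single-dose screen, raw or plate-pattern-corrected value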;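 also: 0% = DMSO wells with peroxide and 100% = DMSO wells without peroxide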
aDG glyco act: alpha-DG glycosylation activation | actives 0.22% (n = 360,000) | activation, % at 10 µM | Pro5-aDG cells, alpha-DG glycosylation AlphaScreen (IIH6); 0% Pro5, 100% B10-LARGE cell signal;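 active = activation of at least 8% versus controls, or a plate z-score of at least 8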;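 also: Pro5 are CHO cells carrying HIG-tagged alpha-DG that lacks glycosylation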
The depositor's hits bear a star; ? = inconclusive; / = not tested or not shown.

SMILES | Glyco luc inh | ABCB6 inh MLPCN | MC4R ag barr | iPSC survival up | MC4R antag cAMP | ABHD5-PLIN5 inh | Exocytosis inh | m5-HT2A agonist | H9c2 protect | aDG glyco act
COc1ccccc1/C=N/NC(=O)C(=O)N1CCN(c2ccccc2OC)CC1 | 0 | 104 | -0.2 | -0.6 | 1 | 5 | -3 | -1 | 15 | -0.3
CC(=O)Nc1ccc(S(=O)(=O)NC(CC(=O)NCCC2=CCCCC2)C(C)C)cc1 (stereo not drawn) | -2 | 95 | -1.2 | -2.7 | 10 | -6 | 1 | -2 | -9 | -0.1
CC(=O)Nc1cc(-c2ccc(N3CCN(C)CC3)cc2)cn2c(-c3ccccc3)cnc12 | -1 | 113 | -0.3 | -3.8 | -6 | 2 | 19 | -4 | -11 | 0.3
Cn1c(Cc2ccccc2)nnc1SCc1ccc(C(=O)O)cc1 | -1 | 100 | 0.1 | 3.7 | 7 | 7 | -4 | 2 | -2 | -0.1
COC(=O)c1sccc1S(=O)(=O)Nc1ccc(C)cc1 | 2 | 101 | -2.4 | -0.1 | 0 | 6 | 0 | 4 | 8 | 0.0
CCc1cccc(NC(=O)CSCc2nc3sc(C)c(C)c3c(=O)[nH]2)c1 | 5 | 99 | -1.5 | -0.5 | 0 | -14 | -2 | -3 | 14 | 0.0
Cc1cccc(C(=O)NCC2CCN(C(=O)c3cccc(C)c3)CC2)c1 | 3 | 98 | -2.3 | 0.3 | 3 | -3 | 2 | -1 | -1 | 0.4
C[C@@H](C(=O)N1CCN(C(=O)OC(C)(C)C)CC1)n1cc(CCC(=O)O)nn1 | 0 | 96 | -2.3 | -0.5 | 4 | -4 | -10 | 10 | -4 | -0.1
CCOC(=O)Cc1nnc(NC(=O)CSc2ccc(Cl)cc2)s1 | 0 | 96 | 1.8 | 0.9 | 16 | 1 | 0 | 2 | -4 | 0.0
NC(=O)CCC(NC(=S)Nc1ccccc1)C(=O)O (stereo not drawn) | 0 | 107 | 0.4 | -0.9 | 15 | -2 | ? | 3 | 2 | -0.1
CSCCOC(=O)C1=C(C)NC(=O)NC1c1ccc2c(c1)OCO2 (stereo not drawn) | 1 | 97 | -1.5 | -0.2 | 4 | -2 | -3 | 0 | -5 | 0.0
O=C(CN1CCCCC1)N1c2ccccc2Oc2ccccc21 | 0 | 103 | -0.2 | -0.5 | 1 | -3 | 1 | -4 | -22 | -0.2
CC(C)CC(NC(=O)C(COCc1ccccc1)NC(=O)OC(C)(C)C)C(=O)NN (stereo not drawn) | -1 | 543 | 0.9 | 2.9 | 24 | -12 | -5 | 3 | 2 | -0.3
CCc1ccc(C(C)NC(=O)COC(=O)c2ccc(-n3cnnn3)cc2)cc1 (stereo not drawn) | -2 | 99 | -3.4 | -0.6 | 6 | -6 | 0 | -3 | -7 | -0.2
O=C(OCc1ccccc1C(F)(F)F)c1cc([N+](=O)[O-])ccc1N1CCOCC1 | -1 | 105 | -0.4 | 0.5 | 0 | 0 | 7 | 3 | -6 | -0.3
COc1cccc(/C=N/n2cnc3cc(C)c(C)cc32)c1OC | 0 | 93 | 0.2 | -0.5 | 4 | 0 | -1 | 3 | 2 | 0.1
Cc1noc(C)c1CSc1nnc(-c2cccnc2)n1C1CCCCC1C (stereo not drawn) | 4 | 92 | 1.1 | -1.6 | 0 | -1 | 0 | 0 | 9 | 0.1
COC(=O)Cn1c(C)nc(=O)c(-c2ccccc2)c1C | 1 | 96 | -0.6 | 8.7 | 1 | 1 | 0 | 8 | -2 | 0.0
COc1ccc(C(=O)OCC(=O)Nc2c(C)cccc2C)c(OC)c1OC | 3 | 94 | 0.1 | -0.4 | -3 | 6 | -4 | 2 | -7 | 0.0
Cn1c(C(=O)NCc2ccccc2)cc2oc3ccccc3c21 | -12 | 98 | -1.6 | -4.8 | 7 | 2 | 0 | 6 | -17 | 5.1
Cc1ccccc1NC(=O)Cn1nnc2ccccc21 | 2 | 82 | -2.1 | 6.7 | -7 | -3 | 0 | 3 | -1 | -0.1
CCOP(=O)(OCC)C(NC(=O)Nc1c(C)cc(C)cc1C)c1ccccc1 (stereo not drawn) | -1 | 95 | -1.0 | -0.6 | 11 | -3 | -10 | -4 | 2 | 0.1
CCCS(=O)(=O)NC(=O)C1(C)CCN(C(=O)c2ccc(F)c(Cl)c2)C1 (stereo not drawn) | -7 | 93 | -0.7 | 1.1 | 6 | -6 | 5 | -5 | -3 | -0.1
O=C(NCc1ccccc1)C1C(c2ccc3c(c2)OCO3)=Nc2ccccc2N1C(=O)c1cccc2ccccc12 (stereo not drawn) | / | / | / | / | / | 8 | -4 | -1 | / | -0.2
CC(C)(O)C#Cc1ccc(C(=O)N2CCC(CCC(=O)NC3CC3)CC2)cc1 | 0 | 99 | -1.1 | -0.2 | -2 | -1 | 1 | 1 | 1 | 0.1
CCCCN(C(=O)CSc1ncn[nH]1)c1c(N)n(Cc2ccccc2)c(=O)[nH]c1=O | 1 | 90 | -2.6 | -0.5 | -4 | 0 | 1 | 2 | 2 | -0.1
CCOC(=O)c1[nH]c(C)c(C(=O)NCc2ccccn2)c1C | 0 | 99 | -2.2 | -1.1 | 0 | 3 | 1 | -1 | 2 | 0.1
Cc1cc(NC(=S)NC(=O)/C=C/c2ccc(S(=O)(=O)N3CCOCC3)cc2)ccc1Br | -1 | 95 | -3.1 | -2.9 | 7 | -4 | 18 | -2 | -9 | -0.1
Cc1cc(NC(=O)Cc2ccccc2C)no1 | 1 | 170 | -0.3 | 0.8 | 12 | -6 | -6 | 0 | 3 | 0.0
CCCCN(CCCC)Cc1ccc(C(=O)NN)o1 | 0 | 104 | 1.9 | -0.3 | 18 | -11 | 0 | 1 | -1 | 0.2
COc1ccc(NC(=O)Nc2ccccc2F)cc1Cl | -9 | 97 | -1.3 | -2.2 | 2 | -2 | -1 | -3 | -8 | 0.0
CCCCn1c(-c2nn(C)cc2Cl)n[nH]c1=S | 1 | 115 | -1.3 | 7.2 | 11 | -10 | -1 | 2 | 13 | -0.3
O=C(CCCN1C(=O)c2cccc3cccc(c23)C1=O)NCc1cccnc1 | 4 | 101 | -0.6 | -0.3 | 5 | 2 | -7 | 3 | 6 | -0.1
COCCOC1CCN(C(=O)C2CCC(=O)N(CCc3ccccc3)C2)CC1 (stereo not drawn) | 3 | 95 | -0.9 | 0.9 | 12 | 1 | 0 | -3 | -1 | -0.2
CC(=O)N1c2ccc(S(=O)(=O)NCCC(=O)Nc3ccc(C)c(Cl)c3)cc2CC1C (stereo not drawn) | 0 | 101 | -1.2 | -0.4 | 15 | -3 | -2 | 3 | -10 | 0.0
O=C1CCC(C(=O)NCCCn2ccnc2)N1 (stereo not drawn) | 1 | 101 | -0.5 | -1.0 | 6 | 9 | 2 | 1 | 0 | -0.2
CC(OC(=O)Cn1[nH]c(=O)c2ccccc2c1=O)C(=O)Nc1ccc(F)cc1Cl (stereo not drawn) | 2 | 103 | -2.4 | 0.4 | 13 | 4 | -10 | -3 | 67* | 1.0
COc1cc(C(=O)NCc2nnc(SCC(=O)Nc3cccc(C(F)(F)F)c3)o2)cc(OC)c1OC | -3 | 92 | -1.2 | -0.3 | 2 | -2 | -3 | -4 | 1 | 0.0
COc1ccccc1C(=O)Nc1ccc(Br)cc1C | 3 | 101 | -2.8 | 0.5 | 8 | 7 | -1 | 4 | -12 | -0.3
CC(CCc1ccccc1)NC(=O)COC(=O)CC1CC2CCC1C2 (stereo not drawn) | -3 | 101 | -0.3 | -0.6 | -6 | -9 | -2 | -2 | 2 | 0.0
O=C(COC(=O)c1ccc(F)cc1)Nc1ccccc1N1CCOCC1 | -2 | 90 | -1.5 | -1.5 | 0 | -2 | -5 | 4 | 4 | -0.2
c1ccc(CN2CCN(C3CCCSc4ccccc43)CC2)cc1 (stereo not drawn) | -3 | 94 | 3.2 | 0.0 | -3 | 7 | 60* | -6 | -7 | -0.2
COc1ccccc1-c1cnc(C(O)c2ccc(SC)cc2)[nH]1 (stereo not drawn) | 1 | 80 | -1.3 | -2.3 | 1 | -1 | 0 | -1 | -5 | -0.1
CCc1ccccc1NC(=O)CSc1nc2ccccc2nc1N1CCOCC1 | -2 | 100 | -0.5 | 0.1 | 2 | 5 | 3 | 4 | 18 | 13*
CC1=C(C(=O)Nc2cccc(C(=O)NC3CCCC(C)C3C)c2)SCCO1 (stereo not drawn) | -2 | 96 | 0.1 | -0.1 | 11 | -6 | 12 | -4 | -10 | -0.1
O=C(Nc1nc2c(s1)CCCC2)c1cc(-c2ccccc2)nc2ccccc12 | -5 | 104 | -0.4 | -0.9 | -2 | -1 | -1 | -2 | -5 | -0.2
CCOC(=O)c1sc(NC(=O)CCCn2nc([N+](=O)[O-])cc2C)c(C(=O)OCC)c1C | -2 | 95 | 0.1 | -1.0 | 2 | -3 | 0 | 2 | 23 | 0.2
CN(CC(=O)Nc1ccc(F)cc1)C(=O)c1cc(-c2cccs2)nn1-c1ccccc1 | 1 | 97 | -2.3 | -0.4 | 11 | -6 | 1 | -2 | 12 | -0.2
Cc1cc(NC(=O)CSc2nc3cc(Cl)ccc3c(=O)n2C(C)C)no1 | 5 | 99 | -2.1 | 0.9 | -1 | -9 | -1 | 0 | -4 | -0.2
Cn1c(=O)c(C(=O)CCl)c(N)n(Cc2ccccc2)c1=O | -4 | 97 | 1.0 | -3.1 | 0 | 5 | -7 | 9 | -11 | 0.5

The list continues:
SMILES | Glyco luc inh | ABCB6 inh MLPCN | MC4R ag barr | iPSC survival up | MC4R antag cAMP | ABHD5-PLIN5 inh | Exocytosis inh | m5-HT2A agonist | H9c2 protect | aDG glyco act
CCc1ccc(NS(=O)(=O)c2cccc3nsnc23)cc1 | -2 | 97 | -0.5 | 0.9 | 6 | -3 | -9 | 3 | -6 | 0.1
COc1ccc(NC(=O)c2cccc(N3C(=O)C4CCC(C)CC4C3=O)c2)c(OC)c1 (stereo not drawn) | -1 | 97 | -0.5 | 0.1 | 0 | 0 | -2 | -2 | -1 | 0.0
Cc1oc(CC(C)C)c(CN)c1C(=O)O | 2 | 102 | 0.1 | -0.8 | 1 | -15 | 5 | 3 | -2 | -0.1
CCCC(C(=O)OCC)P(=O)(c1ccccc1)c1ccccc1 (stereo not drawn) | 5 | 98 | -1.3 | -3.2 | 2 | 0 | 1 | 3 | -7 | 0.3
O=C(NCC(=O)N(Cc1cccs1)C(C(=O)NC1CCCC1)c1cccnc1)c1ccco1 (stereo not drawn) | -1 | 88 | -2.6 | 2.3 | 3 | -9 | 1 | -1 | 8 | 0.1
O=C(CNC(=O)c1cccc(OC(F)F)c1)Nc1ccc(Cl)cc1 | -1 | 89 | -2.5 | -0.2 | 4 | -3 | -3 | 3 | -3 | 0.1
